Abs 340nm: compound light absorbance at 340 nm, profiling panel, artefact control, biochemical, MLSMR library, data from PS, PMK, MK assays; compound absorbance at 340 nm, fold over control; fold change at 10 µM; 65,000 tested, under 10 active;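 active = at 10 µM dose, initial 340 nm absorbance at least 2 fold that of control wells; inactive = change under 2 fold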;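 note: initial absorbance extrapolated from kinetic A340 decline of NADH oxidation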
Autofluor 339: intrinsic fluorescence of library compounds, ex339/em460 – biochemical, MLSMR library, data from DPM-DC assay, artefact control, profiling panel; compound autofluorescence, ex339/em460 nm, NADH buffer; active compounds read high; 1 = no-compound wells, NADH background; fluorescence fold increase at 10 µM; 65,000 compounds, 5.5% hits;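 active = at 10 µM, mean starting fluorescence two-fold or more over control wells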;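 note: signal is the first read of a kinetic run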
MMP-13 inhibitor: human MMP13 inhibitors, primary screen, biochemical, FRET peptide cleavage; Collagenase 3 (Homo sapiens), P45452; MMP-13 fTHP FRET cleavage, Mca fluorescence; inhibition, % at 4 µM; 65,000 compounds, 0.07% hits; AID 570, 2006;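 active = inhibition above the mean of compound-free control plate wells plus 3 SD, cut at about 14% in these data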;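 note: 0% = DMSO wells and 100% = wells with reference MMP-13 inhibitor after basal subtraction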
RORa activator: activators of orphan receptor RORA, primary screen, cell-based, luminescence; Nuclear receptor ROR-alpha (Homo sapiens), P35398; CHO-K1 Gal4-RORA LBD luciferase reporter; percent increase over mock-subtracted basal signal; activation, % at 10 µM; 65,000 compounds, 1.5% hits; AID 560, 2006;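 active = activation above the mean of all tested compounds plus 3 SD, cut at about 49% in these data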;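 note: 0% = DMSO-treated RORA cells and 100% = added signal equal to DMSO minus mock-transfected cells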
Target sequence (P35398 whole entry, looked up, the tested form may be a part): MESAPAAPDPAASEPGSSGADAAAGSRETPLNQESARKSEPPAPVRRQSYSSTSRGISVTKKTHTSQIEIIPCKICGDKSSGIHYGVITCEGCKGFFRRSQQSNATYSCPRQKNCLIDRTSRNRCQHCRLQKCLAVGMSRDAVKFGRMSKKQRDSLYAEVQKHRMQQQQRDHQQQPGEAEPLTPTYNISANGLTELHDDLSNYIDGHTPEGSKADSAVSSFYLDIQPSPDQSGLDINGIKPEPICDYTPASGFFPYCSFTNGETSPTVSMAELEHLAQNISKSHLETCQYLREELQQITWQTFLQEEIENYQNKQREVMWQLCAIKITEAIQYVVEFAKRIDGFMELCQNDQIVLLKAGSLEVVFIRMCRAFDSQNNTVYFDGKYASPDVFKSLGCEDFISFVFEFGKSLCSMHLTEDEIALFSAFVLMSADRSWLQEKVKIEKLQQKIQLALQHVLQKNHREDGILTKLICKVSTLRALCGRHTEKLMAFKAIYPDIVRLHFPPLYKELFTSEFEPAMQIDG
TNAP act mid DEA: human TNAP enzyme activators, primary screen, biochemical, luminescent, intermediate phosphate acceptor level. Alkaline phosphatase, tissue-nonspecific isozyme (Homo sapiens), P05186. purified TNAP, CDP-star luminescence, 100 mM DEA, 30 min; active compounds read high; scale: 0 levamisole-inhibited, 1 vehicle-only enzyme. activation factor at 20 µM. 64,000 tested, under 10 active. AID 813, 2007;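 active = activation factor of at least 2 at 20 µM, relative to controls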
Target sequence (P05186 whole entry, looked up): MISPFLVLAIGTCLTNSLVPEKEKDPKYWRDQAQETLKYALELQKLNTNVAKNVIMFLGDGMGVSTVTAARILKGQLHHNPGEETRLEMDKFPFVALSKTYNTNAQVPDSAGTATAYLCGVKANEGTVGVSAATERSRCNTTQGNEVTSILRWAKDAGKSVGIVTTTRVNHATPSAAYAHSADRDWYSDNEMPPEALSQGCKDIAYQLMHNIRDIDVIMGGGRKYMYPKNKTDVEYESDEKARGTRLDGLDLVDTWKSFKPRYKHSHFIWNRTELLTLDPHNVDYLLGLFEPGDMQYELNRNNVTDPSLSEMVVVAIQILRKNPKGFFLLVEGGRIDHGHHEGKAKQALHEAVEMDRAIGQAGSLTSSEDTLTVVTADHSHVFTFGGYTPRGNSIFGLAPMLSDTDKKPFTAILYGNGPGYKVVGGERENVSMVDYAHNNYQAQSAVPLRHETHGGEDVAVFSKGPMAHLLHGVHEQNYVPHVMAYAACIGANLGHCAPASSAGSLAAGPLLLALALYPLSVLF
NADH coupling: inhibitors of PK/LDH coupling enzymes, profiling panel, artefact control, biochemical, MLSMR library; 65,000 compounds, 0.02% hits; IC50, µM (doses to about 10 µM), for inactives: at the highest dose inhibition; coupled PK/LDH NADH assays, four targets; AID 774, 2007;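 active = single-dose screening hits from any of four coupled enzyme assays that gave an IC50 when retested across doses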;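 note: the DPM-DC format reads NADH fluorescence rather than 340 nm absorbance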
SF1 activator: activators of human SF-1, primary screen, cell-based, CHO-K1, Gal4-SF-1 LBD, luciferase luminescence; AID 522, 2006; CHO-K1 Gal4-SF-1 LBD luciferase reporter; % increase over DMSO SF-1-specific signal; 65,000 compounds, 1.9% hits; activation, % at 10 µM;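 active = activation above the mean activation of all tested compounds plus 3 SD, cut at about 50% in these data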
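Material: Transient Gal4-SF-1 LBD reporter, CHO-K1 | Input: 4,000 cells/well | Dosing: One dose, 10 µM compound, 1% DMSO | Incubation: 20 h compound treatment, 37 °C | Detection: SteadyLite luciferase luminescence | Evaluation: Percent activation relative to DMSO median and mock-transfected background | Benchmarks: DMSO-treated SF-1-transfected cells as negative, DMSO-treated mock-transfected cells lacking SF-1 as background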
HTR1A agonist: human 5-HT1a receptor agonists, primary screen, cell-based, CHO, Ga15 NFAT-bla reporter | activation, % at 10 µM | CHO 5-HT1a Ga15 NFAT-bla reporter, FRET ratio; 0% basal, 100% maximal reference agonist | 65,000 compounds, 0.56% hits | AID 567, 2006 | 5-hydroxytryptamine receptor 1A (Homo sapiens), P08908;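 active = activation above the screen-wide mean activation plus 3 SD, cut at about 19% in these data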;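 note: 0% = DMSO wells and 100% = 5-CT at EC100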
5-HT1A blocker: human 5-HT1a receptor antagonists, primary screen, cell-based, CHO, Ga15 NFAT-bla reporter; 5-hydroxytryptamine receptor 1A (Homo sapiens), P08908; CHO 5-HT1a Ga15 NFAT-bla reporter, antagonist mode; inhibition, % at 10 µM; 62,000 compounds, 0.68% hits; AID 612, 2007;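 active = inhibition above the mean of all tested compounds plus 3 SD, cut at about 43% in these data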;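 note: receptor stimulated by 5-CT agonist at 100 nM near EC80; beta-lactamase reporter measured by ratiometric fluorescence of a cleavable substrate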
Active calls of the source: *; . = no result given.

SMILES | Abs 340nm | Autofluor 339 | MMP-13 inhibitor | RORa activator | TNAP act mid DEA | NADH coupling | SF1 activator | HTR1A agonist | 5-HT1A blocker
O=C(O)c1ccccc1C(=O)NCc1ccc(F)cc1 | 0.98 | 0.94 | -6 | -16 | 1 | 5% | -2 | -0.8 | 7
O=C1CCC(Cc2ccccc2)N1 (configuration not stated) | 1 | 1.1 | -2 | 4 | 0.6 | 3% | -8 | -0.2 | -5
COc1ccc(CC(=O)c2cc(OC)c(OC)cc2CC(=O)O)cc1OC | 1.1 | 1.1 | 0 | -19 | 0.9 | 0% | 4 | -1.5 | 4
Cc1cc(C)n(/N=C/c2ccccc2)c(=O)c1C#N | 1.1 | 1 | -2 | -5 | 0.9 | 3% | -1 | -5.3 | -11
COc1ccc(C2(O)CCN(Cc3nnnn3Cc3ccc(C)cc3)CC2)cc1 | 0.99 | 1.1 | 4 | -4 | 0.9 | 5% | -8 | -1.4 | 11
O=C(CSc1nnnn1-c1ccccc1)CSc1nnnn1-c1ccccc1 | 1 | 1.1 | 1 | 8 | 0.8 | 5% | -13 | 0.6 | -8
CCOC(=O)c1c(CN2CCN(c3ccccc3)CC2)oc2ccc(O)cc12 | 1 | 1 | 7 | 0 | 1 | 7% | -6 | -1.5 | -8
Cc1ccc2cc(CN(Cc3ccc4c(c3)OCO4)Cc3nnnn3Cc3ccco3)c(=O)[nH]c2c1 | 1 | 1.1 | -7 | -15 | 0.9 | 6% | -6 | -1.7 | 1
Cc1cc(=O)n2c(c1C#N)SC1CCCCC12O (configuration not stated) | 1 | 1.1 | 2 | -24 | 0.9 | 7% | 8 | -6.7 | -4
c1ccc2c(c1)OCC(c1nn3cnnc3s1)O2 (configuration not stated) | 1 | 1.1 | -9 | -7 | 0.9 | 3% | -15 | 0.1 | -4
COc1cc(OC)c(C2=NOC(C(=O)Nc3c(C)nn(CC(=O)N4CCCC4)c3C)C2)cc1Cl (configuration not stated) | 1 | 1.1 | 0 | -19 | 0.9 | 10% | -16 | -4.1 | 4
CS(=O)(=O)c1nc(-c2ccco2)cc(C(F)(F)F)n1 | 1.2 | 1.2 | -4 | -54 | 1 | 10% | -23 | -5.3 | 103*
CN(C)CCNC(=O)C(C(=O)c1ccccc1)n1ccccc1=O (configuration not stated) | 1 | 1.1 | 6 | -20 | 1 | 5% | -12 | -3.1 | 5
CSC1=N/C(=C\c2ccccc2F)C(=O)S1 | 1.1 | 1.1 | 5 | -5 | 1 | 9% | -10 | -0.5 | 15
Cc1noc(COc2ccccc2OCC(N)=O)c1Cl | 1 | 1.1 | 2 | -22 | 0.9 | 3% | -5 | -1.2 | 7
CCCNc1nc2c(c(=O)n(C)c(=O)n2C)n1Cc1cccc(C)c1 | 0.99 | 1 | 3 | -55 | 0.9 | 3% | -25 | -1.2 | 12
CCOc1cc(-c2noc(CCC(=O)Nc3cccnc3)n2)ccc1OC | 1 | 1.1 | -11 | -18 | 1 | 4% | 4 | -0.3 | 13
CCOC(=O)c1sc2ncn(CC(=O)NCC3CCCO3)c(=O)c2c1C (configuration not stated) | 1 | 1.1 | 3 | -4 | 1 | 5% | -3 | 0.7 | 2
O=C(O)CC(NC(=O)COc1ccc(Cl)cc1Cl)C(=O)O (configuration not stated) | 1 | 1 | -3 | 3 | 0.9 | 1% | -3 | 0.9 | .
CCn1c(-c2cccc(Br)c2)n[nH]c1=S | 1 | 1.1 | 0 | 13 | 0.9 | 4% | -5 | -0.6 | 10
COc1ccccc1-c1cc(N)n(S(=O)(=O)c2ccc(F)c(C)c2)n1 | 1 | 1 | 1 | -18 | 0.8 | 1% | -12 | -3.6 | 4
NCCCCCc1nnc(SCC(=O)Nc2cccc(Cl)c2)o1 | 1 | 1.1 | 4 | -2 | 0.9 | 4% | -19 | 0.3 | -20
O=C(NCc1cccs1)C1CCCN(S(=O)(=O)c2cnc[nH]2)C1 (configuration not stated) | 1 | 1.1 | 4 | -7 | 1 | 0% | -16 | -0.7 | 11
COc1cc(C(=O)N(CCCO)Cc2cc3ccc(C)c(C)c3[nH]c2=O)cc(OC)c1OC | 1 | 1.4 | -8 | -4 | 0.9 | 10% | 3 | -5.3 | 1
CC1Cc2ccccc2N1C(=O)CCS(=O)(=O)c1cccc2nonc12 (configuration not stated) | 1.1 | 1.1 | 1 | -11 | 0.9 | 3% | -27 | -0.3 | -7

(more compounds)
SMILES | Abs 340nm | Autofluor 339 | MMP-13 inhibitor | RORa activator | TNAP act mid DEA | NADH coupling | SF1 activator | HTR1A agonist | 5-HT1A blocker
O=C(c1cc(-c2cccs2)on1)N1CCCc2ccccc21 | 0.99 | 1.1 | -6 | 6 | 0.8 | 4% | 25 | -2.5 | 2
Cc1ccc(C(=O)NC2CCCCCC2)o1 | 1 | 1.1 | 7 | -14 | 0.9 | 5% | -18 | 0.1 | 15
O=C(CCC1CCCC1)N1CCC(N2CCN(c3ccccc3)CC2)CC1 | 1 | 1.1 | -3 | 4 | 0.9 | 12% | 4 | 0.9 | .
O=C(CSc1nc2ccncc2[nH]1)Nc1ccccc1C(F)(F)F | 1 | 1.1 | -4 | -1 | 0.9 | 5% | 0 | 14 | -25
CCC1CCCCN1S(=O)(=O)c1ccc(NC(=O)CSc2ncccc2C(=O)O)cc1 (configuration not stated) | 1 | 1.1 | 3 | -1 | 0.9 | 5% | -11 | 1.1 | -5
CCOC(=O)CC(=O)CSc1nc2c(cc1C#N)CCCCC2 | 1.1 | 1.7 | -44 | 19 | 1 | 10% | 59* | -1.2 | .
O=C(CNCC1CCCO1)N1CCCc2ccccc21 (configuration not stated) | 1 | 1.1 | -5 | -19 | 1 | 5% | -5 | -1.6 | -7
O=C(CSc1nnc(CN2CCOCC2)n1-c1ccccc1)Nc1ccc(Cl)cc1 | 1 | 1.1 | -1 | -9 | 1 | 7% | 1 | 8.0 | -8
COCCOC(=O)C1=C(C)NC(=O)NC1c1ccc(OC(=O)c2ccco2)c(OC)c1 (configuration not stated) | 1 | 1.1 | 4 | 19 | 1 | 3% | -5 | -2.8 | -18
O=C(NCc1ccc2c(c1)OCO2)c1cc(-n2cnnc2)ccc1Cl | 1 | 1.1 | 3 | 2 | 0.9 | 3% | 3 | -0.3 | -6
COc1ccc(CN2C(=O)CN=C2Nc2cccc(C)c2C)cc1 | 0.97 | 1.1 | -1 | 4 | 1 | 9% | 2 | 1.8 | 7
CCCOC(=O)C1=C(C)NC2=C(C(=O)CCC2)C1c1cccs1 (configuration not stated) | 1.1 | 1.7 | -11 | -3 | 0.9 | 8% | 6 | 1.3 | -6
COCc1[nH]nc2c1C(c1cc(OC)c(O)c(OC)c1)C(C#N)=C(N)O2 (configuration not stated) | 1 | 1 | -6 | 8 | 0.4 | 1% | 0 | -0.5 | -16
COCCCNC(=O)c1c(-c2ccccc2)noc1C | 0.96 | 1.1 | 1 | -20 | 1 | 8% | 6 | 0.9 | 12
COC(=O)c1oc2ccc(Br)cc2c1NC(=O)CN1CCN(C)CC1 | 1 | 1.1 | 1 | -10 | 0.9 | 3% | 4 | -0.8 | -10
COc1cccc(NC(=O)c2ccccc2-c2nc(-c3ccccc3)no2)c1 | 0.97 | 1.1 | 0 | -8 | 0.9 | 2% | 11 | -3.3 | 24
COc1ccccc1-c1nc(-c2cccc(C)c2)no1 | 1 | 1.1 | 3 | 10 | 0.9 | 0% | 31 | -0.9 | 10
Cn1c(CCNC(=O)c2ccccc2)nc2ccccc21 | 1.1 | 1.1 | 1 | -2 | . | 3% | -6 | 2.2 | -18
Cc1cc(C)c(C)c(S(=O)(=O)Nc2ccccc2C(=O)NCCCn2ccnc2)c1C | 1.1 | 1.8 | -10 | -7 | 1 | 8% | -5 | 5.0 | -7
COc1cc(OC)cc(C(=O)Nc2ncc3c(n2)CC(C)(C)CC3=O)c1 | 1 | 1.1 | 2 | 12 | 0.9 | 6% | 31 | -5.7 | -6
COc1ccc(C(=O)Cn2nnc(-c3ccccc3NC(=O)C3CC3)n2)cc1 | 0.98 | 1.1 | 1 | -1 | 0.9 | 6% | 4 | -1.1 | 6
O=C(NCCCNC(=O)C(F)(F)C(F)F)C(F)(F)C(F)F | 1 | 1.1 | 4 | 22 | 0.9 | 7% | 1 | -2.3 | -14
CCn1c(SCC(=O)N2CCc3ccccc32)nnc1-c1c[nH]c2ccccc12 | 1 | 1.1 | 3 | -18 | 0.9 | 8% | 6 | -0.2 | 0
CCCCC(=O)Nc1cccc(-c2nnc(-c3ccccc3)o2)c1 | 1.1 | 1.1 | 0 | 68* | 1 | 8% | 33 | 1.0 | -20
CCN(CC)CCn1nc(C)nc1-c1ccccc1O | 1.1 | 1.1 | 2 | 10 | 0.9 | 4% | 14 | -0.1 | -10

Part of the list above, comma-delimited:
compound,Abs 340nm,Autofluor 339,MMP-13 inhibitor,RORa activator,TNAP act mid DEA,NADH coupling,SF1 activator,HTR1A agonist,5-HT1A blocker
CCCOC(=O)C1=C(C)NC2=C(C(=O)CCC2)C1c1cccs1 (configuration not stated),1.1,1.7,-11,-3,0.9,8%,6,1.3,-6
CCOC(=O)CC(=O)CSc1nc2c(cc1C#N)CCCCC2,1.1,1.7,-44,19,1,10%,59*,-1.2,.
COc1cc(OC)cc(C(=O)Nc2ncc3c(n2)CC(C)(C)CC3=O)c1,1,1.1,2,12,0.9,6%,31,-5.7,-6
COc1ccc(CN2C(=O)CN=C2Nc2cccc(C)c2C)cc1,0.97,1.1,-1,4,1,9%,2,1.8,7

(list continues)
SMILES | Abs 340nm | Autofluor 339 | MMP-13 inhibitor | RORa activator | TNAP act mid DEA | NADH coupling | SF1 activator | HTR1A agonist | 5-HT1A blocker
C=CCNC(=O)C(C)Sc1ccc(Cl)cc1 (configuration not stated) | 1.1 | 1.1 | 3 | 0 | 0.9 | 1% | -16 | -2.0 | 10
COc1ccc(C(=O)NC(=O)N2CCCCC2)cc1 | 1 | 1.1 | 1 | -18 | 1 | 5% | 4 | -1.5 | 10
CCC(Oc1ccccc1)C(=O)Nc1cc(C)on1 (configuration not stated) | 1 | 1 | 1 | -26 | 0.9 | 2% | -5 | -1.0 | -3
CCOC(=O)Nc1cc(C(=O)OC)cc(C(=O)OC)c1 | 1 | 1.1 | 1 | 5 | 0.9 | 8% | 19 | -2.9 | -6
Cc1ccc(-n2nc3c(c2NC(=O)c2ccc(Br)o2)CSC3)c(C)c1 | 1 | 1.1 | -2 | -8 | 0.9 | 6% | -3 | -2.2 | -16
CCC(C)(C)n1nnnc1C(c1ccccn1)N1CCOCC1 (configuration not stated) | 1 | 1.1 | -1 | 8 | 0.9 | 6% | -9 | -2.2 | 2

Another view of some results above:
Under each structure – Abs 340nm	Autofluor 339	MMP-13 inhibitor	RORa activator	TNAP act mid DEA	NADH coupling	SF1 activator	HTR1A agonist	5-HT1A blocker
> C=CCNC(=O)C(C)Sc1ccc(Cl)cc1 (configuration not stated)
  1.1	1.1	3	0	0.9	1%	-16	-2.0	10
> COc1ccc(C(=O)NC(=O)N2CCCCC2)cc1
  1	1.1	1	-18	1	5%	4	-1.5	10
